Source: PubChem BioAssay
CAL PDZ FP = blocks peptide binding to human CAL PDZ domain. purified CAL PDZ, TMR-peptide fluorescence polarization, 1 h. inhibition, % at 20 µM. actives 0.02% (n = 330,000). Q9HD26;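 active = highest replicate inhibition of at least 40%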;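 note: plate controls were DMSO neutral control wells for no effect and unlabeled competitor peptide control wells for full effect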
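Test system: purified CerCALP PDZ construct; Compound dosing: one concentration, 20 µM compound; Also added: TMR-labelled reporter peptide T*-PRC34 bound in PDZ groove; Read-out: inhibition from polarization loss; Controls: unlabelled peptide and DMSO controls; Signal: FP readout, S and P plane fluorescence; Incubation: 1 h at RT.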
Wnt act = activators of Wnt/beta-catenin signaling. Wnt/beta-catenin reporter cell assay, activator, plate reader. activation, % at 9.35 µM. actives 1.2% (n = 300,000). AID 743398; in the data active = activation above about 30%, passing the limit was not always enough;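 note: 0% = neutral control wells and 100% = positive control wells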
PvdQ inh = P. aeruginosa PvdQ acylase inhibition; purified PvdQ acylase, fluorescence plate reader; inhibition, % at 10 µM; actives 0.063% (n = 340,000); in the data active = inhibition above about 30%, passing the limit was not always enough;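 note: 0% = vehicle neutral wells and 100% = reference inhibitor wells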
Tat export inh = E. coli Tat transport inhibition; E. coli MC4100 TorA-mCherry Tat export, fluorescence; inhibition, % at 10 µM; actives 0.036% (n = 340,000); AID 488895;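 active = mean replicate inhibition at least 50% and at least half of replicates individually reaching 50%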;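 note: exported cargo escapes ClpAP degradation while cytoplasmic cargo is degraded and loses fluorescence; 0% = median of neutral control wells and 100% = median of NaSCN control wells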
PfHsp90 yeast 2 = growth inhibition of yeast expressing Plasmodium Hsp90; S. cerevisiae expressing PfHsp90, BacTiter-Glo ATP, 48 h; yeast lacking PDR1 and PDR3 efflux regulators; inhibition, % at 9.4 µM; actives 0.32% (n = 310,000); AID 504621;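 active = every replicate shows inhibition above about 80%, whatever the replicate mean, limit read from the data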;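 note: 0% = DMSO neutral controls and 100% = 20 µM radicicol positive controls; yeast relying on Plasmodium falciparum Hsp90 in place of its own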
phage Ecoli inh = E. coli growth loss with phage present; inhibition, % at 11.9 µM; growth absorbance; actives 0.26% (n = 360,000); in the data active = inhibition above about 11%
E coli growth = counter-screen for AddAB inhibitors: E. coli growth inhibition; E. coli V3065 growth, OD600 absorbance, 18 h; inhibition, % at 11.9 µM; actives 0.27% (n = 330,000);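 active = inhibition above the campaign's mean inhibition across all tested compounds plus 3 SD, cut at about 9.9% in these data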;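 note: uninfected addAB+ strain grown without phage in ampicillin broth; 0% = DMSO wells and 100% = ciprofloxacin 0.95 µg/ml wells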
DAGLB inhibitor = diacylglycerol lipase beta (human) inhibition; HEK293T DAGLB membrane lysate, EnzChek fluorogenic substrate; inhibition, % at 5.17 µM; actives 0.059% (n = 340,000); in the data active = inhibition above about 34%;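 note: 0% = enzyme with vehicle and 100% = wells lacking enzyme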
Target sequence (Q8NCG7 whole entry, looked up): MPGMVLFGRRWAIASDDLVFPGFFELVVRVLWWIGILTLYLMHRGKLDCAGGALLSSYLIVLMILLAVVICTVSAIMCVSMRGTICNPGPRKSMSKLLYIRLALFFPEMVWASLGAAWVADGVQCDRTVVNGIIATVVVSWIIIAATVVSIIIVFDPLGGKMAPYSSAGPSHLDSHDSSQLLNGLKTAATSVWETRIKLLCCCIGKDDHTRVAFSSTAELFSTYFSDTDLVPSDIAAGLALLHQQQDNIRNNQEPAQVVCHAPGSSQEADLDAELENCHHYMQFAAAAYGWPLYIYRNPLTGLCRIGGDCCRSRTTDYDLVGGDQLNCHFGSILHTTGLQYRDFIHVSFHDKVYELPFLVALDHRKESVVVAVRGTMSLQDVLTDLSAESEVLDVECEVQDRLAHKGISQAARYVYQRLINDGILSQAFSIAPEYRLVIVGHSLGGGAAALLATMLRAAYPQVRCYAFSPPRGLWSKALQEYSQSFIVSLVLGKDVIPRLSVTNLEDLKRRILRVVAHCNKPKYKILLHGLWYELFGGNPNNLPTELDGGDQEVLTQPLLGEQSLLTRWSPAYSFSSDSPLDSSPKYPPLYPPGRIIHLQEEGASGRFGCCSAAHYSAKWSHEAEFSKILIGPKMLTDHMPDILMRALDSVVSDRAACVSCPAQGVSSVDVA
AddAB inh = less growth of phage-infected E. coli with AddAB; E. coli expressing H. pylori AddAB, absorbance growth; actives 0.29% (n = 330,000); inhibition, % at 11.9 µM; in the data active = inhibition above about 12%;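 note: 0% = vehicle wells of infected cells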
Rtt109 HAT inh = C. albicans Rtt109 histone acetyltransferase inhibition; actives 0.16% (n = 330,000); purified Rtt109/Vps75, ThioGlo CoA-SH fluorescence, 4 h; inhibition, % at 34.9 µM; Q5AAJ8; AID 540336;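 active = inhibition of at least 50% in every replicate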
Target sequence (Q5AAJ8 whole entry, looked up): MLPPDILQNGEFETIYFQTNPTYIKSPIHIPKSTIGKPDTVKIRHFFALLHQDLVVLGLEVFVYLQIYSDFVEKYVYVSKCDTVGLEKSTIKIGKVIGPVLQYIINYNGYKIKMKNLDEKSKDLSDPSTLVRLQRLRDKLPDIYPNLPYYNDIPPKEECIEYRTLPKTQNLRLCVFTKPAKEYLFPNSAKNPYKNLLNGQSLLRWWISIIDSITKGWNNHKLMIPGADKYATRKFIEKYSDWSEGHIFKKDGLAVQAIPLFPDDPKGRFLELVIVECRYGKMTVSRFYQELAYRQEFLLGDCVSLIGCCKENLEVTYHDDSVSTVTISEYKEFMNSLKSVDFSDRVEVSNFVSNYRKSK
* = called active by the depositor.

CCCc1cc(=O)[nH]c(SCC(=O)N2CC3(C)CC2CC(C)(C)C3)n1 (stereo not drawn) was read as CAL PDZ FP -1.4, Wnt act 1, PvdQ inh -13, Tat export inh 2, PfHsp90 yeast 2 5, phage Ecoli inh -0.6, E coli growth 0.2, DAGLB inhibitor 2, AddAB inh 1.3 and Rtt109 HAT inh 15.
For O=C(NC1CCN(Cc2ccccc2)CC1)C1CCCN(S(=O)(=O)c2cccc3nonc23)C1 (stereo not drawn) the results were CAL PDZ FP -0.4, Wnt act -1, PvdQ inh -15, Tat export inh -2, PfHsp90 yeast 2 -16, phage Ecoli inh 2.7, E coli growth -2.5, DAGLB inhibitor -1, AddAB inh 1.9 and Rtt109 HAT inh 3.
COC(=O)CNC(=O)c1ccc(OC2CCN(C(=O)C3CC3)CC2)cc1 was read as CAL PDZ FP -0.4, Wnt act -2, PvdQ inh -12, Tat export inh -3, PfHsp90 yeast 2 16, phage Ecoli inh 0.5, E coli growth 0.9, DAGLB inhibitor 3, AddAB inh 1.5 and Rtt109 HAT inh 3.
O=C(/C=C/c1ccc(Cl)cc1Cl)NCc1ccncc1 was read as CAL PDZ FP -2.2, Wnt act 0, PvdQ inh -7, Tat export inh -4, PfHsp90 yeast 2 21, phage Ecoli inh 1.7, E coli growth -1.5, DAGLB inhibitor 2, AddAB inh 4.2 and Rtt109 HAT inh 2.
O=C(O)c1cccc(S(=O)(=O)NNc2ccccc2C(F)(F)F)c1 was read as CAL PDZ FP 0.1, Wnt act -2, PvdQ inh -10, Tat export inh 1, PfHsp90 yeast 2 -1, phage Ecoli inh 5.1, E coli growth 1.4, DAGLB inhibitor 2, AddAB inh 2.9 and Rtt109 HAT inh 9.
Screening CCOc1ccc(C(=O)CC(=O)C(=O)NCCc2ccc(OC)c(OC)c2)cc1 returned CAL PDZ FP -0.2, Wnt act -3, PvdQ inh -11, Tat export inh -2, PfHsp90 yeast 2 -23, phage Ecoli inh 2.0, E coli growth 3.4, DAGLB inhibitor 4, AddAB inh 1.3 and Rtt109 HAT inh -3.
CCc1ccc(C(=O)Nc2ccc3c(c2)n(C)c(=O)n3C)cc1 was read as CAL PDZ FP -0.8, Wnt act 6, PvdQ inh 7, Tat export inh -2, PfHsp90 yeast 2 -4, phage Ecoli inh 1.5, E coli growth 0.4, DAGLB inhibitor -3, AddAB inh -0.7 and Rtt109 HAT inh 19.
`COCCn1c(SCC(=O)NC2CCCC2)nnc1C(C)C` gave CAL PDZ FP -3.2, Wnt act 2, PvdQ inh -7, Tat export inh -4, PfHsp90 yeast 2 -12, phage Ecoli inh -2.6, E coli growth -2.6, DAGLB inhibitor -3, AddAB inh 1.5 and Rtt109 HAT inh 10.
For Cc1ccc(-c2nnc(SCC(=O)N3CCCC3)o2)cc1C the results were CAL PDZ FP 0.1, Wnt act 9, PvdQ inh -7, Tat export inh 1, PfHsp90 yeast 2 11, phage Ecoli inh 0.9, E coli growth 0.3, DAGLB inhibitor 2, AddAB inh 3.0 and Rtt109 HAT inh 4.
Screening COc1ccc([C@@H]2Sc3cc(OC)ccc3N(CCN(C(C)C)C(C)C)C(=O)[C@H]2OC(C)=O)cc1 returned CAL PDZ FP -1.0, PvdQ inh 0, Tat export inh -2, phage Ecoli inh 0.3, E coli growth 1.2, DAGLB inhibitor -1, AddAB inh 3.2 and Rtt109 HAT inh -12.

Pulled one by one from the entries so far, 3 records:
COC(=O)CNC(=O)c1ccc(OC2CCN(C(=O)C3CC3)CC2)cc1 was read as CAL PDZ FP -0.4, Wnt act -2, PvdQ inh -12, Tat export inh -3, PfHsp90 yeast 2 16, phage Ecoli inh 0.5, E coli growth 0.9, DAGLB inhibitor 3, AddAB inh 1.5 and Rtt109 HAT inh 3.
Screening COc1ccc([C@@H]2Sc3cc(OC)ccc3N(CCN(C(C)C)C(C)C)C(=O)[C@H]2OC(C)=O)cc1 returned CAL PDZ FP -1.0, PvdQ inh 0, Tat export inh -2, phage Ecoli inh 0.3, E coli growth 1.2, DAGLB inhibitor -1, AddAB inh 3.2 and Rtt109 HAT inh -12.
CCc1ccc(C(=O)Nc2ccc3c(c2)n(C)c(=O)n3C)cc1 was read as CAL PDZ FP -0.8, Wnt act 6, PvdQ inh 7, Tat export inh -2, PfHsp90 yeast 2 -4, phage Ecoli inh 1.5, E coli growth 0.4, DAGLB inhibitor -3, AddAB inh -0.7 and Rtt109 HAT inh 19.

Additional records follow:
Cc1ccc(C2CC(=O)NC(SCC(N)=O)=C2C#N)s1 (stereo not drawn) was read as CAL PDZ FP -2.2, Wnt act 5, PvdQ inh 4, Tat export inh 3, PfHsp90 yeast 2 8, phage Ecoli inh 2.1, E coli growth -1.4, DAGLB inhibitor -1, AddAB inh -0.7 and Rtt109 HAT inh 0.
Cc1cc(-c2ccccc2)nc2oc(C(=O)NN)c(N)c12 was read as CAL PDZ FP -1.2, Wnt act -3, PvdQ inh 4, Tat export inh 1, PfHsp90 yeast 2 15, phage Ecoli inh 3.1, E coli growth -0.8, DAGLB inhibitor -2, AddAB inh 0.9 and Rtt109 HAT inh -1.
Screening CCOC(=O)C1CCCN(C(=O)c2[nH]c3ccc(OC)cc3c2C)C1 (stereo not drawn) returned CAL PDZ FP -3.1, Wnt act 3, PvdQ inh -8, Tat export inh -15, PfHsp90 yeast 2 -4, phage Ecoli inh 1.7, E coli growth -1.0, DAGLB inhibitor -1, AddAB inh 3.0 and Rtt109 HAT inh 1.
O=C(COc1ccc2ccccc2c1)NNC(=O)Nc1ccccc1F was read as CAL PDZ FP 0.7, Wnt act 1, PvdQ inh -7, Tat export inh -10, PfHsp90 yeast 2 -7, phage Ecoli inh -0.1, E coli growth -1.5, DAGLB inhibitor 0, AddAB inh 1.3 and Rtt109 HAT inh -18.
For CC1CCCCC1NC(=O)COc1ncnc2sccc12 (stereo not drawn) the results were CAL PDZ FP -0.9, Wnt act 0, PvdQ inh 10, Tat export inh -9, PfHsp90 yeast 2 6, phage Ecoli inh 2.0, E coli growth -1.2, DAGLB inhibitor -2, AddAB inh -0.1 and Rtt109 HAT inh -7.
`O=C1NC(=O)/C(=C/C(=O)N2CCOCC2)S1` gave CAL PDZ FP -1.4, Wnt act -2, PvdQ inh -9, Tat export inh -7, PfHsp90 yeast 2 -11, phage Ecoli inh 3.7, E coli growth -0.9, DAGLB inhibitor -3, AddAB inh 0.2 and Rtt109 HAT inh -8.
CC1=C(C(=O)OCC(C)C)C(c2ccccc2Cl)NC(=O)N1C (stereo not drawn) was read as CAL PDZ FP -8.7, Wnt act -2, PvdQ inh -6, Tat export inh 1, PfHsp90 yeast 2 -30, phage Ecoli inh 0.8, E coli growth -1.2, DAGLB inhibitor 7, AddAB inh 1.6 and Rtt109 HAT inh -4.
For CC1(C)CC(=O)C2=C(C1)OC(N)=C(C#N)C2c1cccs1 (stereo not drawn) the results were CAL PDZ FP 0.1, Wnt act -1, PvdQ inh -1, Tat export inh 7, PfHsp90 yeast 2 5, phage Ecoli inh 2.0, E coli growth 4.0, DAGLB inhibitor -1, AddAB inh 0.0 and Rtt109 HAT inh 5.
For CCOC(=O)c1nn(-c2sc(C(=O)OC)c(C)c2C(=O)OC)cc1O the results were CAL PDZ FP -2.1, Wnt act -1, PvdQ inh -6, Tat export inh 0, PfHsp90 yeast 2 5, phage Ecoli inh -0.3, E coli growth 2.1, DAGLB inhibitor 0, AddAB inh 2.6 and Rtt109 HAT inh 11.
For CCOc1ccc(NS(=O)(=O)c2ccc(NC(=O)C3CCCO3)cc2)cc1 (stereo not drawn) the results were CAL PDZ FP -1.5, PvdQ inh -14, Tat export inh -6, PfHsp90 yeast 2 6, phage Ecoli inh 2.5, E coli growth 0.0, DAGLB inhibitor -2, AddAB inh 1.1 and Rtt109 HAT inh -8.
For O=C(CCCCn1c(=O)c2ccccc2n(Cc2ccc(F)cc2)c1=O)NCc1ccco1 the results were CAL PDZ FP 0.4, PvdQ inh 3, Tat export inh -8, PfHsp90 yeast 2 2, phage Ecoli inh 2.6, E coli growth -0.5, DAGLB inhibitor -4, AddAB inh 1.9 and Rtt109 HAT inh -1.
Screening CC(C)(C)c1nc(CN2CCOCC2)cc(CN2CCOCC2)c1O returned CAL PDZ FP 0.6, Wnt act -2, PvdQ inh 3, Tat export inh 3, phage Ecoli inh -2.7, E coli growth -2.4, DAGLB inhibitor -3, AddAB inh 1.7 and Rtt109 HAT inh 5.
`O=c1[nH]c(CSc2nnc3ccccn23)nc2cc(C(F)(F)F)ccc12` gave Wnt act -1, phage Ecoli inh 5.6, E coli growth -1.6 and AddAB inh 0.7.
`O=C(CC1SC(=NCc2ccccc2)NC1=O)Nc1ccccc1` (stereo not drawn) gave CAL PDZ FP -2.0, Wnt act 1, PvdQ inh 12, Tat export inh -1, PfHsp90 yeast 2 -9, phage Ecoli inh 3.6, E coli growth 0.3, DAGLB inhibitor -2, AddAB inh 0.7 and Rtt109 HAT inh 12.
Cc1ccc(C)c(N2CC(C(=O)OCC(=O)Nc3cc(C)on3)CC2=O)c1 (stereo not drawn) was read as CAL PDZ FP -0.7, Wnt act -3, PvdQ inh 4, Tat export inh -2, PfHsp90 yeast 2 -1, phage Ecoli inh 3.3, E coli growth -2.6, DAGLB inhibitor -1, AddAB inh 1.4 and Rtt109 HAT inh 9.
Screening CCC(C)C(NC(=O)c1ccc(Cl)cc1)C(=O)O (stereo not drawn) returned CAL PDZ FP -0.7, PvdQ inh 1, Tat export inh -5, PfHsp90 yeast 2 -18, phage Ecoli inh 2.9, E coli growth -2.5, DAGLB inhibitor 2, AddAB inh 1.9 and Rtt109 HAT inh -6.
For COC(=O)c1c(NS(=O)(=O)c2cccs2)sc2c1CCCC2 the results were CAL PDZ FP -0.2, PvdQ inh -3, Tat export inh -6, phage Ecoli inh 1.4, E coli growth 1.2, DAGLB inhibitor 7, AddAB inh 2.2 and Rtt109 HAT inh 0.
Screening CCOC(=O)c1ccc(NC(=O)CSc2ccc(-c3ccccn3)nn2)cc1 returned CAL PDZ FP -0.3, Wnt act 1, PvdQ inh 0, Tat export inh 10, PfHsp90 yeast 2 28, phage Ecoli inh 6.0, E coli growth 7.0, DAGLB inhibitor -6, AddAB inh 2.3 and Rtt109 HAT inh -2.
`Cc1ccc(-c2nc(SC(C)C(=O)N3CCOCC3)n[nH]2)cc1` (stereo not drawn) gave CAL PDZ FP 0.2, Wnt act -1, PvdQ inh 0, Tat export inh -2, PfHsp90 yeast 2 4, phage Ecoli inh -0.6, E coli growth -2.8, DAGLB inhibitor -1, AddAB inh 1.7 and Rtt109 HAT inh 1.
For COC1=C(OC)C(=O)C(Sc2ccc3ccccc3c2)=CC1=O the results were CAL PDZ FP 0.5, Wnt act -7, PvdQ inh -10, Tat export inh -5, PfHsp90 yeast 2 50, phage Ecoli inh 0.5, DAGLB inhibitor -8 and Rtt109 HAT inh -5.
Screening Cc1c(CC(=O)NCCCC(=O)O)c(=O)oc2c(C)c3oc4c(c3cc12)CCCC4 returned CAL PDZ FP -4.4, Wnt act -4, PvdQ inh 0, Tat export inh 3, PfHsp90 yeast 2 -15, phage Ecoli inh 6.0, E coli growth -1.2, DAGLB inhibitor 2, AddAB inh -0.2 and Rtt109 HAT inh 0.
Screening CCOC(=O)c1nc(C)sc1-c1ccnn1S(=O)(=O)c1cccc(Cl)c1 returned CAL PDZ FP -2.3, Wnt act -2, PvdQ inh 5, Tat export inh 5, PfHsp90 yeast 2 -5, phage Ecoli inh 2.7, E coli growth -3.1, DAGLB inhibitor -6, AddAB inh -0.5 and Rtt109 HAT inh 1.
`CCOC(=O)C1=C(C)NC(SCC(=O)Nc2nc(C)cs2)=C(C#N)C1c1cccs1` (stereo not drawn) gave Wnt act -12, phage Ecoli inh 3.0, E coli growth 2.3 and AddAB inh -1.7.
